Compound activity from PubChem.
Vif-A3F inh = Vif-A3F binding inhibition; HeLa A3F-eYFP + Vif (tagged APOBEC3F with the HIV-1 protein that degrades it), YFP fluorescence increase; Potency, µM (highest dose often 46.1 µM), for inactives: at the top dose activity, negative = active; 0.2% of 390,000 active; AID 602313; further: potency means the concentration at half of the fitted maximal effect; % of control where 0% means no effect; nearly all actives have a fitted effect of over 65% in size
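HeLa cells stably expressing Vif plus C-terminally eYFP-tagged A3F were seeded, incubated overnight at 37 deg C, dosed with compound, incubated overnight again at 37 deg C. Yellow fluorescence (Ex 488/Em 500-530) reported blocked Vif-mediated A3F-eYFP degradation.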
D2 PAM = D2 dopamine receptor (human) potentiation. 0.34% of 340,000 active. AID 485347. HEK293 T-REx D2, calcium flux, EC20 dopamine potentiation. potentiation, % at 10 µM;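 active means potentiation over 3 SD above the plate norm, cut at about 30% in these data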; further: 0% is about no effect
Target sequence (P14416 whole entry, looked up): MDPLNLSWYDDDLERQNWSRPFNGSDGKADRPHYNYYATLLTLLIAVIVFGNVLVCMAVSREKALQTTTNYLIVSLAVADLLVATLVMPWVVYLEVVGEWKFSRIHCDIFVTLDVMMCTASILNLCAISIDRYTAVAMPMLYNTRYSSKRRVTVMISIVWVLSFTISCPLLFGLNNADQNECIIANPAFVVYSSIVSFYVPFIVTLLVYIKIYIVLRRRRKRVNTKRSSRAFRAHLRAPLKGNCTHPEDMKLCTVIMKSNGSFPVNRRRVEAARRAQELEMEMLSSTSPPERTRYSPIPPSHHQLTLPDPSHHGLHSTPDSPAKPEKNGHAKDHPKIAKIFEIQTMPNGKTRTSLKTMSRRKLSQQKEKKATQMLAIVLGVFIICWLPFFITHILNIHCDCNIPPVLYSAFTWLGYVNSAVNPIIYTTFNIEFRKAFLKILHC
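Primary screen. Calcium kinetics in induced HEK293 T-REx D2 cells: compound pre-addition 180 s, EC20 dopamine, 180 s more.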
LDHA block = blocks human lactate dehydrogenase A. purified LDHA, NADH/diaphorase-resazurin fluorescence; hits give low values. 0.15% of 480,000 active. activity change, % (values are at about 110 or 230 µM). P00338; in the data active means activity change below about -30%; inconclusive means mostly about -25% to -30%;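 further: plate controls were DMSO wells for no effect and wells without enzyme for full effect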
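Enzyme activity of human lactate dehydrogenase 5 (2 nM; 0.06 mM NADH, 0.2 mM pyruvate, 5 min, RT) is measured via a resazurin/diaphorase fluorescence readout of residual NADH.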
D1 PAM = enhances dopamine response at the human D1 receptor; 0.036% of 360,000 active; HEK293 TREx D1 cells, calcium flux, dopamine EC20 potentiation; potentiation, % at 10 µM; P21728; in the data active means potentiation above about 30%; further: 0% is about no effect
Target sequence (P21728 whole entry, looked up): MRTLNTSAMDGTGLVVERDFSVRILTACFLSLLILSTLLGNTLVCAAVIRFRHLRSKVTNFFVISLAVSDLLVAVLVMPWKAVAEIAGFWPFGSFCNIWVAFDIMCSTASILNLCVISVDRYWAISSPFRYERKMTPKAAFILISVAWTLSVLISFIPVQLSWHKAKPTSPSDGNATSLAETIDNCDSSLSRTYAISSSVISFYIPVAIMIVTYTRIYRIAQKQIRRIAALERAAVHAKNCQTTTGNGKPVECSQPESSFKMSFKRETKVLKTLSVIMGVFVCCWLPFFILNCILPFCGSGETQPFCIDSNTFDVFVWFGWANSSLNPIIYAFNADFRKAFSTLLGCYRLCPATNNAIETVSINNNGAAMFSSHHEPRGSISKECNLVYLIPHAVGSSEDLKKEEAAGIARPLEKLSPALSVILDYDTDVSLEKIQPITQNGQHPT
D1 agonist = activates the human D1 dopamine receptor | P21728 | HEK293 T-REx D1 cells, calcium flux, agonist mode | activation, % at 2 µM | 1% of 360,000 active | AID 504660; in the data active means activation above about 30%; further: 0% is about no effect
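Inducible HEK293 T-REx D1 cells, force-coupled to calcium signalling, were plated at 4000 cells/well with tetracycline and held overnight at 30 C. After no-wash calcium dye loading, compound-evoked calcium rise over 180 s flagged agonists.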
RXFP1 ag = agonists of human relaxin receptor RXFP1; Potency, µM (highest dose often 57.5 µM), for the others: at the highest dose activation, usual class: activators; Q9HBX9; HEK293T-RXFP1 cAMP TR-FRET, 30 min; response scale: percent of porcine relaxin response, buffer zero; AID 2676; 0.3% of 370,000 active; further: potency means the concentration at half of the fitted maximal effect; on the % scale 0 is the no-effect control and ±100 the full control effect; nearly all actives have a fitted effect of over 60% in size; many of its hits are not listed in these tables
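HEK293T cells stably expressing RXFP1 were pretreated with the PDE4 inhibitor Ro 20174, exposed to compounds for 30 min at 37C, lysed, and cAMP was read by TR-FRET. Data normalized to buffer (basal) and 29 nM porcine relaxin (100%).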
GRP78 ERSR act = induces the endoplasmic reticulum stress response in human glioma cells; U87-MG GRP78 promoter luciferase reporter, 16 h; Potency, µM, for the others: top-dose activation, hits mostly activators; 0.02% of 420,000 active; further: potency means the concentration at half of the fitted maximal effect; series mostly up to about 76 µM; % of control where 0% means no effect; nearly all actives have a fitted effect of over 35% in size
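Stably transfected U87-MG glioma cells carrying a GRP78-based luciferase sensor; 16 h compound incubation. Luminescence end-point read 10 min after Bright-Glo addition at room temperature.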
Vif-APOBEC3G blk = inhibitors of Vif-APOBEC3G interaction; AID 602310; Potency, µM (top dose mostly 46.1 µM), for inactives: at the top dose activity, negative = active, actives largely listed as inhibitors; Q9HC16; 0.076% of 410,000 active; HeLa A3G-eYFP + Vif (tagged APOBEC3G with the HIV-1 protein that degrades it), YFP fluorescence, overnight;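 further: potency means the concentration at half of the fitted maximal effect; on the % scale 0 is the no-effect control and ±100 the full control effect; nearly all actives have a fitted effect of over 60% in size; hits raise eYFP signal because A3G escapes Vif-driven loss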
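Read-out is eYFP fluorescence (Ex 488/Em 500-530) from Vif-expressing HeLa A3G-eYFP cells; more signal means A3G escaped Vif-mediated degradation. Cells plated overnight, compound pinned in, incubated overnight at 37 deg C.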
D1 antagonist = antagonists of human D1 dopamine receptor. P21728. HEK293 TREx D1 cells, calcium flux, dopamine EC80; hits give low values. activity change, negative = inhibition, % at 10 µM. 3.2% of 360,000 active; in the data active means activity change below about -30%; further: on the % scale 0 is the no-effect control and ±100 the full control effect
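Allosteric or orthosteric antagonism assessed as attenuation of the calcium response to EC80 dopamine, added 180 s after compound, in induced HEK293 Trex D1 cells loaded with no-wash calcium dye.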
Numbers without * were called inactive; u = inconclusive; x = not tested or not shown; & = joins results of further samples. Unless noted, the call rests on the fitted dose curve; in most records, active means well fitted curve in the direction sought with a large enough effect; inconclusive means small, poorly fitted or top-dose-only effect, or another doubt; inactive means no such curve, though single readings can be large; an effect the other way counts as inactive or inconclusive.

1. O=C(O)c1ccc2c(c1)C(=O)N(c1ccc(Cl)cn1)C2=O
2. COc1cccc(/C=N/NC(=O)c2c(-c3ccccc3)noc2C)c1O
3. CC1CCCC(NC(=O)CSc2nnc(-c3cccnc3)n2N)C1C (stereo not given)
4. O=C(Nc1cccc2ccccc12)N1N=CCC1c1ccccc1 (stereo not given)
5. O=C(C1CCN(c2nnc(-n3cccc3)s2)CC1)N1CCN(c2cccc(C(F)(F)F)c2)CC1
6. Cc1cccc(C)c1NC(=O)CN(C)C(=O)c1ccc2nc[nH]c2c1
7. CC(Sc1nc(N)cc(N)n1)C(=O)Nc1ccc(N2CCOCC2)cc1 (stereo not given)
8. COCCn1c(=S)[nH]c2cc(C(=O)NC(C)C)ccc2c1=O
9. Cc1cccc(C(=O)OCc2cc(=O)n3nc(-c4cccs4)sc3n2)c1
10. CCOc1ccc(Cl)cc1CSc1n[nH]c(CC)n1

assay / entry	1	2	3	4	5	6	7	8	9	10
Vif-A3F inh	0%	u	-22%	8%	-6%	-15%	-11%	-9%	1%	-9%
D2 PAM	9	10	x	-2	-2	14	-7	20	-11	11
LDHA block	-7	17	-6	1	-7	8	6	-3	-6	0
D1 PAM	0	1	x	2	-2	-3	-3	-4	-1	-5
D1 agonist	-1	2	x	0	3	1	1	8	1	0
RXFP1 ag	0.4%	-1.6%	x	-4.1%	4.8%	-0.1%	-0.1%	u	-2.1%	0.4%
GRP78 ERSR act	0%	14%	-4%	5%	-8%	-1%	-3%	-3%	-2%	-2%
Vif-APOBEC3G blk	2%	-4%	2%	0%	-5%	0%	0%	-2%	-3%	3%
D1 antagonist	26	-3	x	4	3	11	19	21	-1	-4

11. O=C(COC(=O)c1ccco1)Nc1cccc(S(=O)(=O)N2CCOCC2)c1
12. CCOc1cccc(-c2nc(C(N)=O)c3[nH]c(=O)n(-c4cccc(Cl)c4)c3n2)c1O
13. CCn1ncc(/C=C/C(=O)NCc2cn(C)nc2C)c1C
14. Cc1cc(C)c2[nH]c(=O)c(C(c3nnnn3C3CCCC3)N3CCOCC3)cc2c1 (stereo not given)
15. C=CCc1cccc(Cl)c1OCCCNC1CCCC1
16. N=C1/C(=C\c2ccc(OC(=O)c3ccco3)cc2)C(=O)N=C2SC=NN12
17. CC1CN(C(=S)Nc2ccccc2C(F)(F)F)CC(C)O1 (stereo not given)
18. O=C(O)/C=C/c1ccc(S(=O)(=O)N(CCO)CCO)cc1
19. Cc1cccc(C)c1NC(=O)C(Cl)=C(Cl)Cl
20. CC(C)OP(=O)(OC(C)C)C(Nc1ccccn1)c1ccc(F)cc1 (stereo not given)

assay / entry	11	12	13	14	15	16	17	18	19	20
Vif-A3F inh	0%	-5%	1%	x	0%	-11%	1%	8%	1%	-11%
D2 PAM	x	6	-10	17	-13	-2	1	-8	3	-20
LDHA block	-7	1	-2	x	-20	-1	-8	-5	-7	-6
D1 PAM	x	0	-5	1	2	-1	-1	-2	1	-11
D1 agonist	x	1	5	0	14	1	2	1	0	1
RXFP1 ag	x	0.0%	0.2%	18%	-0.3%	2.4%	-0.4%	2.0%	-0.4%	1.5%
GRP78 ERSR act	-6%	-3%	2%	x	-2%	5%	-5%	-2%	0%	-2%
Vif-APOBEC3G blk	1%	-1%	1%	x	3%	-2%	3%	2%	-10%	1%
D1 antagonist	x	-2	0	12	31	6	-34*	1	-2	5

21. CCCCn1nc(CC(=O)O)c2ccccc2c1=O
22. c1ccc(COc2cccc(CNCc3cccnc3)c2)cc1
23. CSc1nc2ccc(S(=O)(=O)NC3CCCCC3)cc2s1
24. O=S(=O)(/N=C(/c1ccccc1Cl)N1CCOCC1)c1ccccc1
25. COc1ccc(CNC(=O)c2cc(-c3cc(C)cc(C)c3O)n[nH]2)cc1
26. COc1ccc(CCNC(=O)c2ccc(NC(=O)CC3SC(N4CCCC4)=NC3=O)cc2)cc1 (stereo not given)
27. CCNC(=O)NC(=O)C(C)OC(=O)c1oc2ccccc2c1CSC1CCCCC1 (stereo not given)
28. COc1ccc(N2CCN(S(C)(=O)=O)CC2)cc1
29. CCC(C(=O)NC1CCCCC1)n1c2ccccc2c2nc(=O)cc(C)n21 (stereo not given)
30. Cc1ccc(S(=O)(=O)N2CCCc3ccccc32)cc1

assay / entry	21	22	23	24	25	26	27	28	29	30
Vif-A3F inh	-14%	9%	-5%	2%	-7%	4%	7%	-9%	-5%	-13%
D2 PAM	-4	-14	0	-1	-23	x	11	3	-2	x
LDHA block	-4	-7	-1	1	-9	2&12	-3	-2	-2	-7&-1
D1 PAM	1	8	-6	4	-3	-5	-3	-2	-2	x
D1 agonist	0	4	10	2	3	3	1	1	-1	x
RXFP1 ag	3.0%	-0.3%	0.9%	-0.3%	-2.0%	-1.1%	1.1%	-1.2%	2.8%	x
GRP78 ERSR act	-5%	0%	-2%	-2%	-4%	-2%	-2%	0%	9%	-3%
Vif-APOBEC3G blk	0%	-1%	0%	-6%	-12%	-1%	-4%	0%	0%	u
D1 antagonist	-1	5	-19	1	-5	-12	12	-3	8	x

31. CCC(C)NC(=O)N[C@@H](CCSC)C(=O)OC (stereo not given in full)
32. Cc1cc(C)c(NC(=O)c2ncoc2-c2ccco2)c(C)c1
33. COc1ccc(N(C(=O)COc2ccc(C)cc2)S(=O)(=O)c2ccc(C)cc2)cc1
34. COc1ccc(CC(=O)NCc2ccc3c(c2)cc(C)n3C)cc1
35. Cc1ccc2nc(N(Cc3cccnc3)C(=O)C3COc4ccccc4O3)sc2c1 (stereo not given)
36. CN1CCN(NC(=S)NC(C)(C)CC(C)(C)C)CC1
37. CCc1cccc(NC(=O)CN(C)S(=O)(=O)c2ccc3c(c2)CCCN3C(C)=O)c1
38. CC(=O)Nc1cccc(OCC(=O)Nc2cccc(S(=O)(=O)N3CCCC3)c2)c1
39. O=C(Nc1ccc2c(c1)OCO2)c1cnccn1
40. CCS(=O)(=O)c1ccc2oc(SCC(=O)NCCc3ccccc3)nc2c1

assay / entry	31	32	33	34	35	36	37	38	39	40
Vif-A3F inh	-8%	-6%	7%	0%	-14%	-2%	0%	8%	-18%	1%
D2 PAM	-21	-2	-5	-5	-12	-4	8	-5	4	-5
LDHA block	-3	-1	-2	-4	2	-4	1	-7	-4	-6
D1 PAM	-9	3	-2	-10	-1	1	-3	-1	4	3
D1 agonist	-3	8	0	2	2	0	8	5	5	1
RXFP1 ag	0.1%	0.0%	0.8%	1.0%	0.3%	0.9%	0.3%	0.7%	0.9%	-0.9%
GRP78 ERSR act	-4%	-1%	-4%	-4%	-2%	-5%	-5%	-4%	-4%	-5%
Vif-APOBEC3G blk	0%	-3%	-1%	0%	-4%	1%	-2%	2%	-2%	-2%
D1 antagonist	-8	10	23	11	x	12	-16	-24	-13	x

41. COc1ccc2cc(C(=O)N(C)CC(=O)Nc3ccccc3Br)ccc2c1
42. CC(=O)NCc1ccc(-c2nc3ccccc3s2)cc1
43. O=C1CC(c2cccc(Cl)c2)CC(O)=C1C=Nc1cccc(Cl)c1 (stereo not given)
44. O=c1nc2ccccc2c2n1CC(CN1CCN(c3cccc(Cl)c3)CC1)N2 (stereo not given)
45. COc1cc(/C=N/Nc2ncc(C(F)(F)F)cc2Cl)cc(OC)c1OC
46. COc1cc(OC)cc(C(=O)NCC2CCCN(C(=O)c3csc(C)n3)C2)c1 (stereo not given)
47. Cc1cc(=O)n(CCO)c(O)c1C#N
48. Cc1ccc(-c2nc3ccccc3c(=O)n2NC(=O)c2cccs2)cc1
49. O=C1CC(N2CCCc3ccccc32)C(=O)N1c1ccccc1 (stereo not given)
50. CC(C)(C)C1=Nn2c(nnc2-c2ccccc2F)SC1

assay / entry	41	42	43	44	45	46	47	48	49	50
Vif-A3F inh	-11%	-7%	1%	-4%	-13%	0%	1%	-20%	2%	-1%
D2 PAM	-1	14	-8	-18	4	1	8	11	-3	5
LDHA block	-3	3&0	2	-2	-7	-1	14	-8	2	-13
D1 PAM	-5	-2	-3	-4	6	1	-8	3	-6	-1
D1 agonist	2	-1	7	3	1	3	4	4	2	1
RXFP1 ag	7.2%	0.7%	4.5%	-3.2%	1.8%	0.1%	-0.2%	0.4%	0.5%	0.2%
GRP78 ERSR act	11%	-8%	-2%	-3%	-1%	1%	-5%	-3%	-4%	-1%
Vif-APOBEC3G blk	-6%	2%	4%	-3%	u	-3%	2%	1%	1%	-1%
D1 antagonist	6	0	16	-2	-2	-5	6	0	-8	4

Shown tab-delimited: entries from further up.
nr	SMILES	Vif-A3F inh	D2 PAM	LDHA block	D1 PAM	D1 agonist	RXFP1 ag	GRP78 ERSR act	Vif-APOBEC3G blk	D1 antagonist
3	CC1CCCC(NC(=O)CSc2nnc(-c3cccnc3)n2N)C1C (stereo not given)	-22%	x	-6	x	x	x	-4%	2%	x
4	O=C(Nc1cccc2ccccc12)N1N=CCC1c1ccccc1 (stereo not given)	8%	-2	1	2	0	-4.1%	5%	0%	4
5	O=C(C1CCN(c2nnc(-n3cccc3)s2)CC1)N1CCN(c2cccc(C(F)(F)F)c2)CC1	-6%	-2	-7	-2	3	4.8%	-8%	-5%	3
6	Cc1cccc(C)c1NC(=O)CN(C)C(=O)c1ccc2nc[nH]c2c1	-15%	14	8	-3	1	-0.1%	-1%	0%	11
7	CC(Sc1nc(N)cc(N)n1)C(=O)Nc1ccc(N2CCOCC2)cc1 (stereo not given)	-11%	-7	6	-3	1	-0.1%	-3%	0%	19
8	COCCn1c(=S)[nH]c2cc(C(=O)NC(C)C)ccc2c1=O	-9%	20	-3	-4	8	u	-3%	-2%	21
9	Cc1cccc(C(=O)OCc2cc(=O)n3nc(-c4cccs4)sc3n2)c1	1%	-11	-6	-1	1	-2.1%	-2%	-3%	-1
10	CCOc1ccc(Cl)cc1CSc1n[nH]c(CC)n1	-9%	11	0	-5	0	0.4%	-2%	3%	-4

Some of the compounds tested, so the mix of outcomes need not match the whole.
